NOD2 inhibition: NOD2 signaling inhibitors, cell-based, luminescence, uHTS, HEK293 (AID 1566) | 290,000 compounds, 0.63% hits | one-dose inhibition, % at 4 µM; EC50 in µM for titrated hits | HEK293 NOD2/NF-kB luciferase reporter, luminescence; higher % means a stronger effect; also: many of its hits are not listed in these tables
HIV fusion peptide: inhibitors of HIV fusion peptide binding, primary screen, biochemical, uHTS, fluorescence dequenching (AID 1986). one-dose inhibition, % at 20 µM; IC50 in µM for titrated hits. cell-free peptide binding, fluorescence dequenching, 30 min; higher % means a stronger effect. 290,000 compounds, 0.3% hits; in the data active = inhibition mostly above about 52%, no sharp cut-off; inactive = mostly below about 76%; also: some results filed as inactive read as strong as hits
KOR beta-arrestin-1: KOR antagonists, beta-arrestin recruitment, cell-based, luminescence, uHTS (AID 1778); Kappa-type opioid receptor (Homo sapiens); KOR beta-arrestin recruitment, luminescence, antagonist mode; higher % means a stronger effect; inhibition, % at 10 µM, or IC50 in µM where a hit was titrated; 290,000 compounds, 0.091% hits; also: strong numbers were not always called active
KOR beta-arrestin-2: KOR agonists, beta-arrestin recruitment, primary screen, cell-based, luminescence, uHTS (AID 1777). 280,000 compounds, 0.02% hits. KOR beta-arrestin recruitment, luminescence; higher % means a stronger effect. activation, % at 10 µM; hits with a dose series show EC50 in µM. Kappa-type opioid receptor (Homo sapiens); in the data active = activation above about 50%, passing the limit was not always enough; also: a part of the inactive calls stands beside numbers as strong as those of hits
NOD1 NF-kB reporter: NOD1 signaling inhibitors, primary screen, cell-based, luminescence, uHTS (AID 1578). NOD1-driven NF-kB luciferase reporter cells, luminescence; higher % means a stronger effect. inhibition, % at 4 µM, or EC50 in µM where a hit was titrated. 290,000 compounds, 1% hits; in the data active = inhibition mostly above about 36%, no sharp cut-off; inactive = mostly below about 34%;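 also: HEK-293T reporter cells stimulated with the NOD1 agonist gamma-tri-DAP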
AID2073: inhibitors of Mint1-CaV2.2 protein interaction, biochemical, HTRF (AID 2073). Voltage-dependent N-type calcium channel subunit alpha-1B (Homo sapiens). HTRF protein-protein interaction, Mint1-CaV2.2; higher % means a stronger effect. inhibition, % at 20 µM, or IC50 in µM where a hit was titrated. 290,000 compounds, 0.19% hits; in the data active = inhibition mostly above about 51%, no sharp cut-off; inconclusive = no clear call, values can overlap the other calls; inactive = mostly below about 53%; also: some results filed as inactive read as strong as hits
NS5 inhibitors: Dengue-2 NS5 methyltransferase inhibitors, primary screen, biochemical, confirmation dose response (AID 588689); 340,000 compounds, 0.3% hits; Genome polyprotein (Dengue virus type 2 (strain 16681-PDK53)); inhibition, % at 25 µM; hits with a dose series show IC50 in µM; Dengue-2 NS5 methyltransferase capping enzyme assay, biochemical; higher % means a stronger effect; in the data active = a potency from the dose series; inconclusive = inhibition above about 29% without an active follow-up result
Yfh1-off respiration: enhancers of respiration in Yfh1-depleted yeast, dose response, Friedreich's ataxia, plus single-dose screen (AID 1465); S. cerevisiae Yfh1-off respiration, WST-1 reduction, 72 h; higher fold induction means a stronger effect; fold induction at 50 µM, or EC50 in µM where a hit was titrated; 220,000 compounds, 0.074% hits;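 active = fold induction of absorbance versus untreated yeast above a set limit, then at least 30% activation at any dose in follow-up; inconclusive = repeats straddling the limit, or above it without dose testing; inactive = fold induction below the set limit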;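 also: activators that raise dye reduction in frataxin-depleted yeast; strong numbers were not always called active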
West Nile antiviral: West Nile virus antiviral activity, cell-based, CPE readout (AID 1621); 290,000 compounds, 0.02% hits; West Nile virus-infected cells, CPE inhibition; higher % means a stronger effect; CPE inhibition, % at 10 µM; hits with a dose series show IC50 in µM; in the data active = a potency from the dose series; inconclusive = CPE inhibition mostly from about 3.7% at the one dose, without a potency; inactive = the rest, 99 in 100 with CPE inhibition below about 2.2%; also: strong numbers were not always called active
NS5 inhibitors pilot replicate: recorded beside NS5 inhibitors, whose call it bears; inhibition, %; measured here: pilot screen replicate inhibition
* marks the source's active call; other numbers are inactive results; i = inactive; ? = inconclusive; / = no result given; [ ] = dose if it differs, or a comment. Rule as the data show it, unless noted: active = inhibition above about 50%; inactive = the rest. An excerpt. The share of hits here may be higher or lower than overall.

SMILES	NOD2 inhibition	HIV fusion peptide	KOR beta-arrestin-1	KOR beta-arrestin-2	NOD1 NF-kB reporter	AID2073	NS5 inhibitors	Yfh1-off respiration	West Nile antiviral	others
COc1ccc(NC(=O)Nc2sc(=S)n(C)c2C)cc1	0%	-2.6%	-2%[20 µM]	-2.7%	13%	-18%	-35%	i	-0.2%
Cc1cc2cc(C)c(NCCNC(=O)c3ccccc3Cl)nc2cc1C	22%	-1.4%	-70%	13%	-21%	-5%	-2%	i	-1.9%
C=CCNC(=O)C1CC(=O)N(c2ccc(OCc3ccc(F)cc3)cc2)C1 (configuration not stated)	-98%	1.3%	-12%	-2.8%	-58%	0%	0%	/	-1.5%
Cc1ccc(Cn2c(SCC(C)C)nc3c2c(=O)n(C)c(=O)n3C)cc1	-6%	-3.5%	-20%	5.3%	/	0%	2%	i	-1.8%
O=C(Nc1ccc(S(=O)(=O)Nc2nccs2)cc1)c1ccc(F)cc1	-3%	3.8%	8%	0.4%	-14%	11%	-11%	/	-0.4%
CCCCC(=O)Nc1ccc(S(=O)(=O)N2CCCCC2c2cccnc2)cc1 (configuration not stated)	16%	-1.9%	22%	0.6%	3%	1%	1%	/	-0.4%
Cc1ccc(-n2c(=O)c3sccc3n(CC(=O)N3CCCC3)c2=O)cc1	-17%	3.3%	-3%	4.9%	-6%	-4%	-7%	i	0.4%
N#C/C(=C\c1cccs1)C(=O)NCC1CCCO1 (configuration not stated)	-8%	-0.7%	5%	0.6%	-4%	2%	-3%	i	0.2%
CC(C)CNC(=O)C1CCCN1S(=O)(=O)c1ccc(Cl)cc1 (configuration not stated)	2%	2.5%	-41%	5.9%	34%	1%	0%	i	0.1%
Cc1ccc(C(=O)Nc2ccc(C(=O)NCC3CCCO3)cc2)cc1 (configuration not stated)	6%	2.3%	-14%[20 µM]	4.9%	-19%	8%	-10%	/	-0.1%	NS5 inhibitors pilot replicate=-6.7
Oc1ccc(-c2cnc(-c3ccc(O)cc3)nc2)cc1	-224%	2.6%	-13%	-1.2%	-120%	33%	0%	/	1.9%
CCOC(=O)N1CCN(Cc2nc(-c3cccc(Cl)c3)no2)CC1	-8%	0.2%	14%	3.1%	-28%	8%	-2%	i	-1.2%
Cc1ccccc1S(=O)(=O)/N=C(/c1ccccc1)N1CCOCC1	0%	0.9%	-28%[20 µM]	2.6%	-22%	12%	0%	i	0.1%
COc1ccc(OC)c(CCNC(=O)CS(=O)(=O)Cc2nc(-c3ccccc3Cl)oc2C)c1	11%	0.2%	-41%	1.5%	-23%	5%	1%	/	-0.8%
Cc1cccc(-c2ocnc2C(=O)Nc2ccccc2C(=O)N2CCCC2)c1	22%	-1.1%	1%	-0.5%	-8%	13%	-3%	/	-0.3%
CC(=O)NC(=O)COC(=O)c1ccc2ncsc2c1	4%	-1.6%	-4%	-6.9%	-18%	7%	-14%	i	0.0%
O=C(NNC(=O)c1c(F)cccc1F)c1sccc1-n1cccc1	7%	-0.4%	-2%	-1.4%	-16%	1%	-9%	i	0.2%
Cn1c(=O)oc2cc(S(=O)(=O)N3CCCC(C(=O)NC4CCCc5ccccc54)C3)ccc21 (configuration not stated)	40%	1.1%	-16%	3.8%	50%	-2%	-1%	i	13%
COCC(=O)Nc1cc(Cl)c(OC)cc1OC	27%	-1.1%	5%	2.7%	-17%	19%	-5%	i	0.5%
CCOC(=O)C1=C(C)N(c2nonc2NC(C)=O)C(N)=C(C#N)C1c1ccccc1F (configuration not stated)	11%	58%	5%	-4.6%	-2%	-3%	-1%	i	0.2%

An excerpt from the list above, for reference:
SMILES	NOD2 inhibition	HIV fusion peptide	KOR beta-arrestin-1	KOR beta-arrestin-2	NOD1 NF-kB reporter	AID2073	NS5 inhibitors	Yfh1-off respiration	West Nile antiviral	others
O=C(NNC(=O)c1c(F)cccc1F)c1sccc1-n1cccc1	7%	-0.4%	-2%	-1.4%	-16%	1%	-9%	i	0.2%
Cn1c(=O)oc2cc(S(=O)(=O)N3CCCC(C(=O)NC4CCCc5ccccc54)C3)ccc21 (configuration not stated)	40%	1.1%	-16%	3.8%	50%	-2%	-1%	i	13%
COCC(=O)Nc1cc(Cl)c(OC)cc1OC	27%	-1.1%	5%	2.7%	-17%	19%	-5%	i	0.5%
CCOC(=O)C1=C(C)N(c2nonc2NC(C)=O)C(N)=C(C#N)C1c1ccccc1F (configuration not stated)	11%	58%	5%	-4.6%	-2%	-3%	-1%	i	0.2%

Going on with the list.
SMILES	NOD2 inhibition	HIV fusion peptide	KOR beta-arrestin-1	KOR beta-arrestin-2	NOD1 NF-kB reporter	AID2073	NS5 inhibitors	Yfh1-off respiration	West Nile antiviral	others
COc1ccc(Br)cc1[C@H]1[C@@H]2C=CCC[C@@]2(C)C(=O)N1Cc1ccccc1	21%	1.8%	34%	0.3%	8%	14%	3%	i	1.4%
Cc1nc(-c2ccccc2)nc(Cl)c1Cl	0%	-1.2%	15%	-5.1%	-20%	-1%	4%	i	-0.2%
Cc1ccc(CNc2ccccc2C(=O)O)s1	4%	2.8%	-4%	12%	-36%	7%	-2%	/	0.0%	NS5 inhibitors pilot replicate=-5.5
CC(=O)c1cccc(Oc2cc(NN3CCCCC3)c([N+](=O)[O-])cc2[N+](=O)[O-])c1	-1%	-0.2%	-66%[20 µM]	-5.8%	21%	-4%	7%	/	0.2%
CCOC(=O)CCS(=O)(=O)c1ccc(-c2ccc(S(=O)(=O)CCC(=O)OCC)cc2)cc1	-4%	-0.3%	-38%	2.7%	-6%	4%	-6%	i	0.1%
CCC(NC(=O)Nc1cc(C)on1)(C(F)(F)F)C(F)(F)F	16%	1.7%	10%	3.2%	7%	6%	0%	i	-0.6%
Cc1ccc(S(=O)(=O)N2CCN(C(=O)c3cc(=O)[nH]c4ccccc34)CC2)c(C)c1	39%	3.3%	-8%	3.8%	23%	7%	-5%	i	0.8%
COc1cc2c(cc1OC)C(c1ccc(-c3ccc(Cl)c(Cl)c3)o1)=NCC2	30%	3.7%	-73%	4.7%	63%	18%	-7%	i	0.6%
CC(C)N(CCCNC(=O)C1CCN(C(=O)c2cc3sccc3n2C)CC1)Cc1ccccc1	-2%	4.7%	-25%	7.5%	-7%	16%	10%	/	-0.9%
Cc1nc2ncccn2c1-c1csc(Nc2cccc(C(=O)O)c2)n1	22%	-2.1%	-9%	-6.5%	-4%	12%	-5%	/	0.3%
CCC1(CC)C(=O)NC(=O)NC1=NCCc1c[nH]c2ccccc12	-14%	1.0%	10%	-3.6%	8%	-5%	-5%	i	0.1%
CS(=O)(=O)N(Cc1ccccc1)c1ccccc1C(=O)O	10%	-0.4%	-7%	2.2%	-36%	-1%	1%	i	0.1%
Cc1ccccc1-c1nnc(-c2cccs2)o1	-70%	-0.8%	10%	-4.8%	-59%	49%	-1%	i	-0.6%
CCOc1ccccc1N(C)C(=O)c1cc2c(=O)n(CC)c3ccccc3c2s1	8%	-1.5%	24%	0.8%	6%	-6%	1%	i	0.3%
COc1cccc(/C=N/n2c(CO)nc3ccccc32)c1OC	-15%	-1.1%	2%	-0.7%	-8%	-1%	-6%	i	1.0%	NS5 inhibitors pilot replicate=-3.5
CCC(=O)N1CCc2cc(S(=O)(=O)CCC(=O)Nc3nc(C)cs3)ccc21	20%	0.8%	-32%	-0.1%	-25%	1%	5%	i	1.3%
CCC(CC)C(=O)c1c[nH]c(C(=O)NCCCn2ccnc2)c1	-2%	-1.9%	-29%	2.7%	-1%	-5%	-9%	i	-0.1%	NS5 inhibitors pilot replicate=1.7
Cc1nn(-c2ccccc2)c(Cl)c1C(=O)NCCN(C)C	10%	1.4%	-6%	-2.8%	-31%	-4%	0%	i	0.1%
Cc1cc(N2CCCC2)nc2ccc(NC(=S)NCCCN3CCC(C)CC3)cc12	14%	-1.3%	-3%	-7.3%	-20%	16%	-9%	i	32%
Cc1nc(C)c(C(=O)N2CCCC(CCC(=O)NCc3ccc(F)c(F)c3)C2)s1 (configuration not stated)	12%	-1.2%	-2%	-4.5%	-17%	-2%	2%	i	-0.3%
O=C1c2ccccc2C(=O)N1/N=C/c1ccc(O)c(O)c1O	-6%	25%	23%	-0.3%	-3%	44%	?	i	0.1%
Cc1ccsc1CN(C)C(=O)CCc1nnc(COc2ccccc2)o1	-24%	-0.5%	-27%[20 µM]	/	-56%	-7%	-6%	i	0.2%
O=[N+]([O-])c1ccc(N=Nc2ncc[nH]2)cc1	-5%	-2.3%	37%	-2.7%	74%*	-9%	-27%	/	-2.2%
COc1cccc(/C=N/NC(=O)CCn2nnc3ccccc32)c1	9%	0.5%	0%	-2.7%	-5%	3%	-5%	i	-0.1%
Cn1c(C(N)=O)cnc1Sc1ncc(C(F)(F)F)cc1Cl	-2%	1.1%	9%	0.8%	14%	?	1%	i	0.1%
O=C1CN(C(=O)CN2CCCC2)C(c2ccccc2)c2cc(Br)ccc2N1 (configuration not stated)	4%	-1.4%	2%	-2.7%	-21%	34%	-16%	i	-1.0%
Cc1nn(C)c(C(=O)N/N=C/c2ccc(-c3ccccc3)cc2)c1Cl	-4%	1.2%	5%	4.2%	-5%	8%	1%	/	0.0%
CC(Oc1ccc(/C=N/NC(=O)Cc2cccc3ccccc23)cc1)C(=O)O (configuration not stated)	22%	1.8%	-13%	4.8%	1%	8%	-1%	i	0.7%
Cc1ccc(S(=O)(=O)NCc2ccccn2)c(C)c1	3%	1.1%	2%[20 µM]	-0.9%	-9%	2%	2%	/	-0.5%
CCc1cccc2sc(NC(=O)c3ccc(N4C(=O)CCC4=O)cc3)nc12	16%	-1.4%	1%	-3.7%	2%	11%	-3%	/	/
CC(NC(=O)NC1CCCCC1)c1ccccc1 (configuration not stated)	18%	-0.9%	/	-2.1%	-7%	0%	1%	i	-0.4%
O=c1[nH]cnc2onc(-c3ccc(F)cc3)c12	10%	0.6%	1%	0.5%	3%	-14%	-3%	/	-0.3%
O=C(CCc1ccccc1)Nc1nnc(-c2cccs2)o1	-2%	0.1%	-12%	3.7%	-28%	0%	-7%	i	0.5%
CCOC(=O)N1CCC(N(C(=O)Nc2ccc(Cl)c(Cl)c2)C(C)CC)CC1 (configuration not stated)	3%	-0.6%	41%	-0.5%	-32%	-4%	2%	i	?
Cc1cc(OCC(O)CN2CCCC2)cc(C)c1Cl (configuration not stated)	8%	-0.7%	-24%	0.1%	-6%	-6%	-6%	/	-0.3%
CC(=O)c1c(C)n(C)c2ccc(O)cc12	3%	0.3%	14%	0.2%	13%	4%	2%	i	0.1%
CCOc1cccc(CNc2ccc(O)cc2)c1OCc1ccc(Cl)cc1Cl	8%	12%	21%	2.3%	8%	-18%	52%	/	/
CN(Cc1ccccc1)S(=O)(=O)c1nnc(NC(=O)c2ccccc2F)s1	21%	11%	-2%	-3.4%	-2%	7%	-10%	/	-0.2%
Cn1nc(-c2ccccc2)c(COC(=O)c2cccc(Cl)c2)c1S(=O)(=O)c1ccccc1	-11%	-0.5%	-44%	5.3%	17%	?	-4%	i	1.0%

Screens from PubChem.
